Peg3 prom inh – Peg3 promoter-driven luciferase inhibitors, primary screen, cell-based, HeLa, luciferase luminescence; HeLa PEG-Prom luciferase reporter, overnight; inhibition, % at 20 µM; 1.7% of 360,000 active;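 active = inhibition of at least 50% at 20 µM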
aDG glyco up – activators of alpha-DG glycosylation, primary screen, uHTS, Pro5-aDG cells, AlphaScreen; alpha-DG glycosylation AlphaScreen (IIH6); 0% Pro5, 100% B10-LARGE cell signal; activation, % at 10 µM; 0.22% of 360,000 active;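 active = activation of at least 8% versus controls, or a plate z-score of at least 8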;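 also: Pro5 are CHO cells carrying HIG-tagged alpha-DG that lacks glycosylation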
HIF-2a block – HIF-2a reporter inhibitors, primary screen, luminescence, 786-0 RCC cells; 786-0 RCC cells HIF-2a reporter, luciferase luminescence, overnight; inhibition, % at 18.8 µM; 0.72% of 360,000 active;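 active = inhibition of the luminescence signal of 40% or more relative to plate controls, in a single-dose primary screen at 18.75 µM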
NR2E3 ag-1 – NR2E3 agonists in two-hybrid cells, primary screen, cell-based, luminescence, CHO-S, Gal4-NCOR/VP16-NR2E3 | Photoreceptor-specific nuclear receptor (Homo sapiens), Q9Y5X4 | luciferase | inhibition of corepressor binding, % at 3.98 µM | 0.35% of 360,000 active | AID 602229, 2012;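 active = inhibition above the mean of all tested compounds plus 3 SD, cut at about 70% in these data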;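 also: 0% = DMSO with NR2E3 transfected cells and 100% = cells lacking NR2E3 construct; higher means lower luciferase signal from less NR2E3 corepressor binding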
Target sequence (Q9Y5X4 whole entry, looked up, the tested form may be a part): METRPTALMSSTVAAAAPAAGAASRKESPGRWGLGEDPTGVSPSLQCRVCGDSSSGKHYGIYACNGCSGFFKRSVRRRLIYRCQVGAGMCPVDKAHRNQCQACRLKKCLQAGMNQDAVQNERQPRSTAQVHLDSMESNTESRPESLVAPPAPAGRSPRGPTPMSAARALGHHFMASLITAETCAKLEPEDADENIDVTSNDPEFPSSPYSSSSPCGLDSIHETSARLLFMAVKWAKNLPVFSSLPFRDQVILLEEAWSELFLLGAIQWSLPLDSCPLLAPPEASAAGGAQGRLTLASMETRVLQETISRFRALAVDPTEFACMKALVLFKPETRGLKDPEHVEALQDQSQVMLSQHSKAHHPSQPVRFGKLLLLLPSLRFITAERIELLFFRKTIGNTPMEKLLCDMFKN
CF NFkB block – inhibitors of PAF-induced NF-kB signaling, primary screen, cell-based, GFP fluorescence, uHTS | KKLEB NF-kB-GFP reporter, GFP fluorescence overnight | inhibition, % at 5 µM | 0.86% of 360,000 active | AID 588850, 2011;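 active = at least 50% inhibition at 5 µM, scaled per plate between neutral and stimulator controls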;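 also: PAF is a Pseudomonas aeruginosa culture filtrate used as stimulus; plate controls were PAF-stimulated DMSO wells for no effect and unstimulated DMSO wells for full effect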
Shn3 3UTR inh – reduction of Shn3 3'UTR firefly luciferase signal, primary screen, Schnurri-3 inhibitor project, cell-based, Clone20 osteoblasts, set 2. Clone20 osteoblast Shn3 3'UTR firefly luciferase, 24 h. AID 588674, 2011. 0.52% of 360,000 active. inhibition, % at 12.5 µM;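 active = mean inhibition of at least 75% with every replicate also reaching 75%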;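 also: 0% = median of neutral control wells and 100% = pilot-screen positive control compound; some compounds past the cut are filed as inactive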
hiPSC survival – enhancers of single-cell hiPSC survival, primary screen, ATPlite luminescence; AID 602274, 2012; 0.044% of 360,000 active; survival enhancement, % at 20 µM; 100% = ROCK inhibitor wells, 0% = DMSO; in the data active = survival enhancement above about 18%;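 also: cells exposed to compounds for 16 hours before the ATP read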
KKLEB tox – cytotoxicity in KKLEB CF airway cells, primary screen, cytotoxicity control for CF NF-kB inhibitor project, cell-based, uHTS, fluorescence assay plates. KKLEB CF airway cells viability, ATPlite luminescence, overnight; hits give low values; cells stimulated with P. aeruginosa culture filtrate. 0.36% of 360,000 active. activity change (cytotoxicity), % at 5 µM. AID 602141, 2011;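 active = corrected activity change at or below -50% at 5 µM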
TWEAK Fn14 block – inhibitors of TWEAK-Fn14 signaling, primary screen, luciferase reporter cells, uHTS. TWEAK-stimulated Fn14 reporter cells, luciferase luminescence, 8 h. inhibition, % at 10 µM. 2% of 360,000 active; in the data active = inhibition above about 50%
NR2E3 ag-2 – inhibitors of NR2E3-RetCOR corepressor binding, primary screen, NR2E3 agonist project, biochemical, TR-FRET, GST-NR2E3, biotin-RetCOR; Photoreceptor-specific nuclear receptor (Homo sapiens), Q9Y5X4; 1536-well; inhibition of corepressor binding, % at 4.78 µM; 0.12% of 320,000 active; AID 2300, 2010;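 active = percent inhibition above the cutoff of mean plus 3 SD of all tested compounds, set per screening campaign, cut at about 20% in these data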;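 also: 0% = DMSO wells and 100% = biotin wells as full block of FRET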
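Assay system: NR2E3–RetCOR corepressor complex. Quantity: 1.35 nM GST-NR2E3. Buffer or medium: pH 7.5 Tris-based buffer. Reagent: biotinylated RetCOR corepressor at 7 nM final. Schedule: 5 h at 4 °C. Detection: TR-FRET, emission read at 617 and 671 nm. Replicates: one well per compound, singlicate testing.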
MITF TRPM1 inh – inhibitors of MITF-dependent TRPM1 promoter reporter, primary screen, cell-based, SK-MEL-5, single point, luciferase | SK-MEL-5 TRPM1 promoter luciferase, 24 h | inhibition, % at 12.5 µM | 0.83% of 330,000 active | AID 488899, 2010;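 active = mean inhibition across replicates of 60% or more, whatever share of single replicates reaches that level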; also: values of inactives mirror those of a sister screen read the other way
Active calls of the source: *; / = no result given.

SMILES	Peg3 prom inh	aDG glyco up	HIF-2a block	NR2E3 ag-1	CF NFkB block	Shn3 3UTR inh	hiPSC survival	KKLEB tox	TWEAK Fn14 block	NR2E3 ag-2	MITF TRPM1 inh
O=C(c1ccc(S(=O)(=O)Nc2ccc(F)cc2)cc1)N1CCN(C(=O)c2ccco2)CC1	5	0.8	8	-6	0	69	-1.1	-2	1	-2	13
Cc1ccccc1C(=O)Nc1ccccc1Sc1ccccc1	1	0.5	16	-21	-3	3	0.0	-2	16	-1	6
CN(C)c1ccsc1C(=O)NNS(=O)(=O)c1ccc(Cl)cc1	14	0.0	13	13	-6	2	-0.4	10	3	4	-1
COc1ccc(CCN2CCCC(CN(C)C(=O)c3cc(C)oc3C)C2)cc1 (stereo not given)	-292	0.3	-260	-82	11	-58	-0.5	5	-36	4	-72
COc1cc(/C=C(\C#N)C(=O)NCC2CCCO2)ccc1OCC(N)=O (stereo not given)	-6	-0.1	14	-8	-4	-3	-0.8	1	2	-1	-6
CC(C)(C)c1ccc(C(=O)NCC(=O)OCC(=O)Nc2ccccc2[N+](=O)[O-])cc1	-4	0.4	2	-17	14	15	-0.6	-5	42	1	23
COc1ccc(/C=C/C(=O)N(CC(C)C)C2CCS(=O)(=O)C2)cc1 (stereo not given)	4	0.1	1	6	2	-4	0.3	-2	-3	0	-1
Nc1nc(SCC(=O)Nc2ccc(C(F)(F)F)cc2)[nH]c(=O)c1NC(=O)c1ccc(F)c(F)c1	12	0.1	12	-14	13	-21	0.3	-4	-1	1	-8
O=C(Nc1ccccc1Cl)C1CCCN(S(=O)(=O)c2ccc(-n3cnnn3)cc2)C1 (stereo not given)	22	-0.1	27	-1	5	6	-0.3	-9	-1	2	18
Cc1c(C(=O)N2CCOCC2)c(S(=O)(=O)Nc2ccccc2)c(C)n1C	2	-0.3	12	9	-6	6	-0.2	0	-8	2	5
COc1ccc(C)cc1Cn1c(S(C)(=O)=O)nc2ccccc21	0	0.1	-6	-102	5	5	-2.0	6	0	2	5
CC1CCN(C(=O)COc2ccccc2F)CC1	-17	0.0	-30	-7	12	-1	0.0	2	-17	1	-5
CC(=O)ON1C(C)(C)Cc2noc(N)c2C1(C)C	5	-0.3	17	-11	1	0	1.6	-8	14	0	11
CCCCNc1nc(N)ncc1[N+](=O)[O-]	4	0.1	-1	-1	14	-3	-0.8	-18	3	2	1
Cn1nc(C(=O)Nc2sccc2C(N)=O)ccc1=O	-21	0.0	1	7	-10	7	0.3	-11	-20	2	-9
O=C(O)C1CCC(CNS(=O)(=O)c2ccccc2)CC1 (stereo not given)	25	-0.2	17	2	5	12	1.3	0	-14	2	-3
O=C(CSCc1ccc(Cl)cc1)NN=C1CCCCCC1	9	-0.1	15	-26	-3	-8	4.1	-3	-12	4	-3
CCN1CCN(C(=O)c2ccc(Sc3ccccc3Cl)c([N+](=O)[O-])c2)CC1	3	0.1	4	-1	17	-1	-0.9	-4	13	0	-6
COc1ccc(C(=O)N/C(=C/c2cccnc2)C(=O)Nc2cccc(C(C)=O)c2)cc1OC	-4	-0.2	16	-1	-10	2	-0.4	2	22	0	3
COc1ccc(N2CC(C(=O)N[C@H](C(=O)NC3CCCCC3)C(C)C)CC2=O)cc1 (stereo not given in full)	9	0.3	1	-15	-11	10	0.3	12	0	-1	-5
Cc1cc(C)nc(N2CCN(c3nnnn3-c3ccccc3)CC2)n1	17	-0.2	27	-2	-7	16	-2.8	9	-15	2	2
CC(C)C[C@H]1CNC(=O)C(=O)N1C[C@H](Cc1ccc(O)cc1)NC(=O)Cc1ccccc1	/	0.0	4	-6	/	/	-0.5	/	0	/	/
CN(C)C(=O)N1CCCC(C(=O)NCCc2ccccc2)C1 (stereo not given)	-84	0.1	-92	-29	3	-18	0.7	-8	-15	0	-21
COc1ccc(S(=O)(=O)N2CCC(C(=O)N[C@H](C(=O)NCc3ccco3)C(C)C)CC2)cc1	6	0.1	-9	3	-5	-9	0.6	15	9	-1	5
c1ccc(CSc2ncnc3c2sc2nc(N4CCOCC4)c4c(c23)CCCC4)cc1	-10	-0.3	-6	3	-3	-15	7.0	-51*	16	0	2

2 successive entries already listed, quoted:
SMILES	Peg3 prom inh	aDG glyco up	HIF-2a block	NR2E3 ag-1	CF NFkB block	Shn3 3UTR inh	hiPSC survival	KKLEB tox	TWEAK Fn14 block	NR2E3 ag-2	MITF TRPM1 inh
O=C(c1ccc(S(=O)(=O)Nc2ccc(F)cc2)cc1)N1CCN(C(=O)c2ccco2)CC1	5	0.8	8	-6	0	69	-1.1	-2	1	-2	13
Cc1ccccc1C(=O)Nc1ccccc1Sc1ccccc1	1	0.5	16	-21	-3	3	0.0	-2	16	-1	6

The results go on.
SMILES	Peg3 prom inh	aDG glyco up	HIF-2a block	NR2E3 ag-1	CF NFkB block	Shn3 3UTR inh	hiPSC survival	KKLEB tox	TWEAK Fn14 block	NR2E3 ag-2	MITF TRPM1 inh
O=C(O)CNS(=O)(=O)/C=C/c1ccccc1	7	-0.4	12	-14	-4	-6	0.2	24	-8	1	-10
Cc1csc(SCc2ccc(C(=O)O)cc2)n1	-27	-0.2	-11	1	-4	1	-1.4	-4	-32	1	-10
Cc1nc(NCC2CC2)c2nnn(Cc3ccccc3)c2n1	9	-0.1	5	-19	2	2	-0.9	-7	-9	0	-10
CCOc1ccccc1Nc1nc2ccccc2[nH]1	-27	0.0	-70	-19	8	-12	-1.8	0	-5	0	-5
NC(=O)COC(=O)/C=C/c1ccc(S(=O)(=O)N2CCCCCC2)cc1	25	0.0	17	-17	1	2	-0.3	-4	28	5	3
O=C1CCC[C@@H]2[C@H]3CCC[N+]4([O-])CCC[C@@H](CN12)[C@@H]34 (stereo not given in full)	-8	0.0	4	1	-12	-14	0.1	4	4	-1	1
N#Cc1ccc(OCc2ccc(C(=O)O)o2)cc1	-9	0.0	-12	-18	-1	11	0.7	-4	4	2	0
CCCCc1nc2cc(C(=O)N3CCCC3)ccc2o1	-143	-0.3	-160	-43	1	-86	-0.5	0	6	1	-11
COCCSc1ccccc1C(=O)Nc1nnc(C)s1	5	-0.2	4	9	8	1	-0.1	5	-14	-1	-3
CN(C(=O)c1ccccc1)C(=O)c1ccccc1	-7	-0.2	0	11	-37	-23	2.0	2	-4	/	/
Nc1nc(SCC(=O)N2CCCc3ccccc32)[nH]c(=O)c1-c1ccccc1	-4	-0.2	-37	-12	-16	3	0.4	2	29	-3	3
O=C(COC(=O)/C=C/c1ccco1)Nc1cc(S(=O)(=O)N2CCOCC2)ccc1Cl	2	-0.2	5	14	13	10	0.4	30	-6	/	-5
CCn1ncc(Br)c1C(=O)Nc1sc2c(c1C(=O)OC)CCC2	1	-0.2	4	-28	-5	2	-1.3	14	-9	4	5
CN(CC(=O)Nc1ccc(F)cc1)CC(=O)N1CCCCC1	-7	0.0	8	-11	-14	11	-0.2	12	-7	2	3
C#CCOc1nc2c(c(=O)n(C)c(=O)n2C)n1Cc1ccccc1	18	0.6	17	-2	12	38	-0.7	0	14	2	16
CC1CCCCN1C(=O)COC(=O)/C=C/c1ccc2ccccc2n1 (stereo not given)	-65	0.0	-5	-35	13	1	-0.2	-2	-15	1	-3
CC(OC(=O)c1cccc(N2C(=O)c3ccccc3C2=O)c1)C(=O)Nc1ccc(N(C)C)cc1 (stereo not given)	-11	-0.4	-16	10	-7	4	-2.3	6	-25	-6	9
CCc1ccc(-c2ccc(SCC(=O)NCC3CCCO3)nn2)cc1 (stereo not given)	-221	-0.1	-182	-65	10	-55	-0.8	-9	-22	2	-29
Cc1oc(-c2ccc(Cl)cc2)nc1CN1CCCC(C(=O)N2CCN(C(=O)c3ccco3)CC2)C1 (stereo not given)	27	0.1	4	9	-4	27	-0.9	-14	42	-1	/
Cc1ccc2cccc(OCC(=O)N3CC(C)CC(C)C3)c2n1 (stereo not given)	2	0.0	9	28	-2	8	-1.2	0	-6	-1	5
Cc1ccc(CNC(=O)CCc2ccc(S(=O)(=O)NCC(C)C)cc2)cc1	0	-0.1	3	15	-17	7	0.0	6	-4	7	6
CCCCn1c(N)c(N(CCOC)C(=O)c2cc(CC)c(C)s2)c(=O)[nH]c1=O	-16	0.2	-3	-18	10	-5	-0.3	13	9	3	-17
Cc1cc2oc(=O)cc(CSc3nnc(-c4cccs4)o3)c2cc1C(C)C	24	0.3	17	-2	28	23	-1.1	-31	17	0	13
CC(C)NC(=S)N1CCN(c2ncccn2)CC1	6	-0.3	9	7	-5	5	1.9	-8	1	3	-3
Cc1cc(-c2n[nH]c(=S)n2/N=C/C=C/c2ccco2)n[nH]1	-1	-0.2	14	1	8	12	-0.2	-3	8	2	-2

Grouped by structure, the compounds so far with an aryl thioether with sulfur outside any ring
SMILES	Peg3 prom inh	aDG glyco up	HIF-2a block	NR2E3 ag-1	CF NFkB block	Shn3 3UTR inh	hiPSC survival	KKLEB tox	TWEAK Fn14 block	NR2E3 ag-2	MITF TRPM1 inh
Cc1ccccc1C(=O)Nc1ccccc1Sc1ccccc1	1	0.5	16	-21	-3	3	0.0	-2	16	-1	6
Nc1nc(SCC(=O)Nc2ccc(C(F)(F)F)cc2)[nH]c(=O)c1NC(=O)c1ccc(F)c(F)c1	12	0.1	12	-14	13	-21	0.3	-4	-1	1	-8
CCN1CCN(C(=O)c2ccc(Sc3ccccc3Cl)c([N+](=O)[O-])c2)CC1	3	0.1	4	-1	17	-1	-0.9	-4	13	0	-6
c1ccc(CSc2ncnc3c2sc2nc(N4CCOCC4)c4c(c23)CCCC4)cc1	-10	-0.3	-6	3	-3	-15	7.0	-51*	16	0	2
Cc1csc(SCc2ccc(C(=O)O)cc2)n1	-27	-0.2	-11	1	-4	1	-1.4	-4	-32	1	-10
COCCSc1ccccc1C(=O)Nc1nnc(C)s1	5	-0.2	4	9	8	1	-0.1	5	-14	-1	-3
Nc1nc(SCC(=O)N2CCCc3ccccc32)[nH]c(=O)c1-c1ccccc1	-4	-0.2	-37	-12	-16	3	0.4	2	29	-3	3
CCc1ccc(-c2ccc(SCC(=O)NCC3CCCO3)nn2)cc1 (stereo not given)	-221	-0.1	-182	-65	10	-55	-0.8	-9	-22	2	-29
Cc1cc2oc(=O)cc(CSc3nnc(-c4cccs4)o3)c2cc1C(C)C	24	0.3	17	-2	28	23	-1.1	-31	17	0	13

From PubChem BioAssay
